Giardia kill: Giardia lamblia killing. Giardia lamblia trophozoite viability. AID 540267. activity change, % at 7.66 µM, hits read low. actives 0.15% (n = 340,000); in the data active means activity change below about -80%; inconclusive means between about -30% and that limit;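 further: parasites exposed to compound for two days anaerobically before the ATP read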
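Luminescent ATP signal served as the viability read-out, measured 15-30 min after adding ATP detection reagent to trophozoites that had been incubated with compounds for 48 hrs at 37 deg C anaerobically at 100 cells/well.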
KCNH2 WT inh: KCNH2 (human, wildtype) channel inhibition; U2OS, BacMam KCNH2, thallium flux FluxOr; hits give low values; actives 0.37% (n = 340,000); Q12809; activity change, % at 1.84 µM;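 active means maximum activity change below -70%; inconclusive means maximum activity change between -70% and -50%; inactive means maximum activity change above -50%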
Target sequence (Q12809 whole entry, looked up): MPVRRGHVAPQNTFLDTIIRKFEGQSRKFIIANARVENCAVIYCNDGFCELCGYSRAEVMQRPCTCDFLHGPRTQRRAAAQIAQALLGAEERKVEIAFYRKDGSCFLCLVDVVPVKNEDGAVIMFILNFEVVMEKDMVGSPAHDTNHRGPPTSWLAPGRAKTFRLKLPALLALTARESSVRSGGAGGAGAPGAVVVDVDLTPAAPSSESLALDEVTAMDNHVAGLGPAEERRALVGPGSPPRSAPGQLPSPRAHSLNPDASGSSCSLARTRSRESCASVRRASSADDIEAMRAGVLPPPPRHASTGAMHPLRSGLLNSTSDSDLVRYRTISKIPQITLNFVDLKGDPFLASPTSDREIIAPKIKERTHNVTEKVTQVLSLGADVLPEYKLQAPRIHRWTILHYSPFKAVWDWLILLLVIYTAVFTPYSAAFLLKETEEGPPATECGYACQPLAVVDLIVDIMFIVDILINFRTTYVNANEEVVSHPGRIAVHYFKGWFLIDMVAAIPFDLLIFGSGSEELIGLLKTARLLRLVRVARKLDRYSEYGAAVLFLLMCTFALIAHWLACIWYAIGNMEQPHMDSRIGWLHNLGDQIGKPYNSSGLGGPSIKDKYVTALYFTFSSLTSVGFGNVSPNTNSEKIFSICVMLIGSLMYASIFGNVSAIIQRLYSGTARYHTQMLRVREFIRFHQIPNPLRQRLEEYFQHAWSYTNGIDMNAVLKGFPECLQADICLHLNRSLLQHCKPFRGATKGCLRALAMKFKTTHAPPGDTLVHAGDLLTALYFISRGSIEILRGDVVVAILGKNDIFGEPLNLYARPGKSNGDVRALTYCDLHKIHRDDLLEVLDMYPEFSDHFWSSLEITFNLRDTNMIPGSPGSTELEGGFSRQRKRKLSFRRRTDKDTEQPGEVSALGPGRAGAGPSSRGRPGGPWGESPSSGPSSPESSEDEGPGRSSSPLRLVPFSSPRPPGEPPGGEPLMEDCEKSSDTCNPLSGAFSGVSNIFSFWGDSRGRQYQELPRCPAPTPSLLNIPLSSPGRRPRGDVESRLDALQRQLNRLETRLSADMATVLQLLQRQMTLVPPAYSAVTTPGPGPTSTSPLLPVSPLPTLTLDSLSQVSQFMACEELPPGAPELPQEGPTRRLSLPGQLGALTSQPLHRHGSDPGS
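U2OS cells transduced with wild-type KCNH2 virus are loaded with FluxOr dye for 45 min, and thallium flux is measured in kinetic reads before and after stimulation buffer. Rate constants are normalized to DMSO controls.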
KCNH2 3.1 inh: blocks the human KCNH2 3.1 channel isoform. U2OS KCNH2 3.1, thallium flux FluxOr; hits give low values. activity change, % (tested at about 1.8 µM). actives 0.95% (n = 340,000). AID 720553;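 active means maximum activity change below -70%; inconclusive means maximum activity change from -70% to -50%; inactive means maximum activity change above -50%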;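 further: thallium influx rate constant from kinetic fluorescence after stimulation buffer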
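Kinetic fluorescence (2 min after stimulation buffer) measures Tl+ influx through KCNH2 3.1 expressed by viral transduction in U2OS cells; the rate constant is normalized against DMSO controls serving as positive and negative references.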
Starred values were filed as active, the others as inactive; ? = inconclusive; [ ] = dose if it differs, or a comment. On the % scale 0 is the no-effect control and ±100 the full control effect.

SMILES	Giardia kill	KCNH2 WT inh	KCNH2 3.1 inh
COc1ccc2cc(N3CCCC3=O)ccc2c1	-1	-3	7
CSCCC(NS(=O)(=O)c1cccc(C(F)(F)F)c1)C(=O)N1CCN(C(=O)c2ccco2)CC1 (stereo not drawn)	-5	1	-3
Cc1nc(N)nc(N)c1CCCc1ccc(Cl)c(Cl)c1	7	-1	-25
Cc1ccc(C2C(C(=O)c3cc4ccccc4o3)=C(O)C(=O)N2CCN(C)C)o1 (stereo not drawn)	5	-2	13
COc1cc(OC)cc(C(=O)N[C@H](C(=O)OCC(=O)N2CCN(S(=O)(=O)c3ccc(C)cc3)CC2)C(C)C)c1	6	16	6
Cc1c(C=Nc2ccc(S(=O)(=O)CCO)cc2)c(O)[nH]c(=O)c1C#N	2	1	-11
CN(C(=O)c1cccc(NC(=O)Cc2ccc(NC(=O)C3CCCN(C(=O)C4CCC4)C3)cc2)c1)C1CCCC1 (stereo not drawn)	41[activator]	-5	8
CCN(C(=O)COC(=O)/C=C/c1ccc(Cl)c(Cl)c1)c1c(N)n(Cc2ccccc2)c(=O)[nH]c1=O	-2	-3	-14
O=C(NCCCc1ccccc1)C(=O)NCC1OCCN1S(=O)(=O)c1ccccc1 (stereo not drawn)	7	4	2
NC(=S)NN=C1C=CCCC1	-13	1	5
COc1ccc(Cc2nc3ccc(C(=O)NC(C)C)cc3o2)cc1	16	-10	5
Cn1c(=O)c2c(nc(OC3CCCC3)n2C)n(C)c1=O	12	3	11
O=c1oc2ccccc2c(=O)c2ccccc12	14	-1	5
O=[N+]([O-])c1cc(-c2ccccc2)cc([N+](=O)[O-])c1O	2	-6	-2
O=C1CCCc2cc3c(cc21)CCCC3	-6	0	9
CN(CCc1ccccc1)C(=O)c1ccc(NC(=O)Cc2ccc(NC(=O)C3CCCN(S(=O)(=O)c4cccc([N+](=O)[O-])c4)C3)cc2)cc1 (stereo not drawn)	-8	-12	15
C[C@H](O)[C@@H]1C(=O)N2CCc3ccc(-c4ccccc4)cc3[C@@H]2C[C@@H]1N(C)C(=O)NC1CCCCC1	13	-1	-9
OCCOCCn1c(C(CO)Nc2nc(-c3ccc(Cl)cc3)cs2)nc2ccccc21 (stereo not drawn)	17	5	-5
COc1ccccc1C(CNC(=O)c1cccc(S(=O)(=O)N2c3ccccc3CC2C)c1)N(C)C (stereo not drawn)	13	8	-29
Cc1c(N(C)S(=O)(=O)c2ccc(Cl)c(C(=O)NCC(C)(C)N3CCOCC3)c2)c(=O)n(-c2ccccc2)n1C	-7	0	6
Cc1nnc(NS(=O)(=O)c2ccc(N=Nc3ccc(N)nc3N)cc2)s1	1	3	-14
CNc1nc(NC)nc(NNC(=O)c2ccccc2)n1	4	3	-31
CCCCCCNc1c([N+](=O)[O-])cc(C)cc1[N+](=O)[O-]	1	-3	2
CCOC(=O)C1CCN(C(=O)COC(=O)c2cccc(NS(=O)(=O)c3ccccc3)c2)CC1	18	8	-27
CCCCC[C@@H](/C=C/C1C(=O)C=C[C@H]1C/C=C\CCCC(=O)O)OC(C)=O (stereo partly drawn)	-13	0	4
Cc1ccc(S(=O)(=O)NN=C2C(=O)C3CCC2C3Cl)cc1 (stereo not drawn)	11	0	-7
C=CCCC(=O)N1C[C@H]2CON(C)[C@H]2C[C@H]1c1cccc(Br)c1	?	-5	-44
Cc1cccc(NC(=O)CSc2nccn2C)c1	-3	-3	16
Cc1nc2ccsc2c(=O)n1-c1cccc(Cl)c1	7	-2	1
COc1ccc(NC(=O)c2ccc3c(c2)S(=O)(=O)N=C2CCCCCN23)cc1S(N)(=O)=O	14	-4	-9

Structures shown so far that have an aryl methoxy group:
SMILES	Giardia kill	KCNH2 WT inh	KCNH2 3.1 inh
COc1ccc2cc(N3CCCC3=O)ccc2c1	-1	-3	7
COc1cc(OC)cc(C(=O)N[C@H](C(=O)OCC(=O)N2CCN(S(=O)(=O)c3ccc(C)cc3)CC2)C(C)C)c1	6	16	6
COc1ccc(Cc2nc3ccc(C(=O)NC(C)C)cc3o2)cc1	16	-10	5
COc1ccccc1C(CNC(=O)c1cccc(S(=O)(=O)N2c3ccccc3CC2C)c1)N(C)C (stereo not drawn)	13	8	-29
COc1ccc(NC(=O)c2ccc3c(c2)S(=O)(=O)N=C2CCCCCN23)cc1S(N)(=O)=O	14	-4	-9

The listing continues:
SMILES	Giardia kill	KCNH2 WT inh	KCNH2 3.1 inh
COc1ccc(/C=C/C(=O)c2cc(F)ccc2OC(=O)c2ccccc2)cc1OC	-1	-6	-10
Nc1ccccc1C(=O)C[C@H](N)C(=O)O	-18	-7	-13
Cc1ccc(S(=O)(=O)N2CCN(C(=O)c3cc(S(=O)(=O)N4CCOCC4)ccc3F)CC2)cc1	-3	0	5
O=C(NCc1ccccc1)c1cccc(NC(=O)C2CCCC2)c1	12	2	-4
CCOC(=O)C1Nc2ccc(C(F)(F)F)cc2C2c3ccccc3CC12 (stereo not drawn)	-28	-17	6
COc1cccc(NC(=O)CN(C)C(=O)CNC(=O)c2ccc(C)s2)c1	10	-7	2
O=S(=O)(NC(CO)Cc1ccccc1)c1ccc(Br)cc1F (stereo not drawn)	-9	24	9
COCCNC(=O)c1onc(CSc2ccc(F)c(F)c2)c1C(=O)NCCOC	-9	-7	7
CCCCNC(=O)c1c(CSc2ccc(Cl)cc2)noc1C(=O)NCc1ccccc1	3	-5	-11
O=C(Nc1cc(Cl)ccc1Cl)N1CCN(C(=O)Nc2cc(Cl)ccc2Cl)CC1	7	25	-22
Cc1ccc(C)c(-n2c(-c3ccco3)n[nH]c2=S)c1	-15	2	2
COc1ccc(CCNC(=O)c2cccc(C(=O)NCCc3ccc(OC)cc3)n2)cc1	-10	2	-2
Cc1cc(C)cc(Nc2ccc3nonc3c2[N+](=O)[O-])c1	-4	-2	-1
Fc1ccc2c(c1)Sc1ccc(Cl)cc1CC2N1CCN(CCC2OCCO2)CC1 (stereo not drawn)	-20	-3	-95*
CC1(C)OC2OC3C(CN)OC(c4ccccc4)OC3C2O1 (stereo not drawn)	-7	2	-17
Cc1ccc(S(=O)(=O)N2CCN(C(=O)COC(=O)COc3ccc(Br)cc3)CC2)c(C)c1	38[activator]	-5	8
O=C(Nc1ccc2c(c1)Cc1ccccc1-2)c1cc2ccccc2o1	-1	-3	-29
CN(C(=O)c1cccc(NC(=O)Cc2cccc(NC(=O)C3CCCN(C(=O)c4ccccc4)C3)c2)c1)C1CC1 (stereo not drawn)	17	3	1
COc1cccc2c1C(=O)c1c(O)c3c(c(O)c1C2=O)CC(O)(C(=O)CO)CC3OC1CC(N(C)C)C(O)C(C)O1 (stereo not drawn)	-4	21	-13
O=C1NC(=S)NC1=Cc1ccc(O)cc1	11	-4	4
CCCCCC(=O)N(Cc1ccccc1)c1c(N)n(CCOC)c(=O)[nH]c1=O	-7	5	13
CCOC(=O)C1=C(COC(=O)CNS(=O)(=O)c2c(F)cc(F)cc2Br)NC(=O)NC1C (stereo not drawn)	0	-5	-8
CN1NC(=O)CC1c1ccccc1 (stereo not drawn)	-21	-3	13
Cc1ccc(CCNc2ccc3ccccc3c2)cn1	-7	0	-1
CC(=NNC(=S)N1CCC1)c1ccccn1	1	5	1
CCCCCCCCCCNC(=O)CCn1[nH]c(=O)c2ccccc2c1=O	-14	-4	2
CCOC(=O)NC1CCc2cc(OC)c(OC)c(OC)c2-c2ccc(SC)c(=O)cc21 (stereo not drawn)	5	37	-7
CC(C)C[C@@H](CO)NS(=O)(=O)c1c(F)cccc1F	34[activator]	-4	-43
Nc1nc(SCc2ccccc2[N+](=O)[O-])c2ncn(Cc3ccccc3)c2n1	-5	-7	-9
S=C(Cc1ccc(-c2ccccc2)cc1)N1CCOCC1	-2	1	-17
Oc1cc(CNC2CCCCC2)c(O)cc1CNC1CCCCC1	11	3	-5
CNC(C)C#Cc1ccc2oc3cc(C)c(C)cc3c(=O)c2c1 (stereo not drawn)	10	4	26
Cc1ccc(C(=O)Nc2ccccc2C(=O)O)cc1S(=O)(=O)Nc1ccc(Br)cc1	10	5	-4
COc1ncnc2c1ncn2CC1COC(C)(C)O1 (stereo not drawn)	1	6	-1
COC(=O)C1CC(C(=O)OC)C2C(C(=O)OC)CC(C(=O)OC)C12 (stereo not drawn)	-6	-5	0
CCOC(=O)CSc1snnc1C	10	-11	-14
COc1cc(C(=O)NC2CCN(C)CC2)ccc1Nc1ncc2c(n1)N(Cc1ccccc1)CCC(=O)N2C	-3	2	53
COc1ccc(C2(CNC(=O)c3cc(OC)c(OC)c(OC)c3)CCCC2)cc1OC	-17	1	-7
Cc1cccc2c1NC(=O)C2=O	16	33	34
CC(=O)OC1CCC2(C)C(=CCC3C2CCC2(C)C3CC3ON=C(C)C32)C1 (stereo not drawn)	-8	-10	22
c1nc(NCC2CCCO2)c2[nH]cnc2n1 (stereo not drawn)	13	-1	16
CCc1cccc(CC)c1C(OC(C)=O)c1cccnc1 (stereo not drawn)	11	2	20
O=C(CN1C(=O)CCC1=O)Nc1nc2c(F)cc(F)cc2s1	-10	8	-2
CN1CCOCCOc2ccccc2OCCOCC1	-14	-3	5
O=S(=O)(Cc1ccccc1)NC1c2ccccc2Oc2ccccc21	-22	-7	-11
COc1ccccc1N1CCN(c2nc(C)cc(=O)[nH]2)CC1	18	21	?
COc1ccc([C@H]2/C=C\CN(C(=O)C3CCCC3)[C@@H](C)C(=O)N2Cc2ccc(F)cc2)cc1	-8	11	4
COc1ccc(CCCN2CCC(CN3C(=S)NC[C@@H]3Cc3ccccc3)CC2)cc1OC	-4	13	-8
Nc1nc(N)c2[nH]c(=S)[nH]c2n1	13	0	-1
CN(C(=O)c1ccc(NC(=O)Cc2cccc(NC(=O)C3CCCN(S(=O)(=O)c4cccc([N+](=O)[O-])c4)C3)c2)cc1)C1CC1 (stereo not drawn)	?	-47	-3
COc1ccccc1OCCCCCCN1CCN(C)CC1	5	23	-1
O=[N+]([O-])c1ccc(COP(=O)(O)OCc2ccc([N+](=O)[O-])cc2)cc1	4	0	12
COc1cccc(C2CC(c3ccccc3Cl)Nc3ncnn32)c1 (stereo not drawn)	-8	0	-31
CCN(CC)S(=O)(=O)c1ccc(N2CC(C(=O)Nc3cccc(C(=O)NC4CC4)c3)CC2=O)cc1 (stereo not drawn)	-6	3	-41
CC(C)Cc1ccc(C(C)CC2=CCC(CN(C)C)C2=O)cc1 (stereo not drawn)	-15	5	6
Cc1nnc(SCC(=O)N2CCCC2)n1-c1ccc(F)cc1	-23	-2	17
CCNC(COC(=O)c1ccc([N+](=O)[O-])cc1)C1CCCCC1 (stereo not drawn)	-3	-11	26
CCOc1ccc(S(=O)(=O)N(CC(=O)NC2CCCC2)c2ccc(F)cc2)cc1	34[activator]	-15	4
Cc1cc(C)c2c(c1C)C(=O)CCC2	-7	-4	-10
C=C1CCN([C@@H](CC(C)C)C(=O)O)S(=O)(=O)c2ccccc21	-5	0	17
(more compounds)
SMILES	Giardia kill	KCNH2 WT inh	KCNH2 3.1 inh
O=C(NCCCc1ccccc1)C1CC1	-4	12	5
Cc1ccc(S(=O)(=O)NCC(=O)OCC(=O)c2ccc(Cl)s2)cc1	-18	1	3
CN(C)CCNC(=O)c1ccc(Cl)c2cc3ccccc3nc12	9	0	-1
CN1C(=O)c2oc3ccccc3c(=O)c2C1c1cccnc1 (stereo not drawn)	-6	14	6
CN(CC(=O)Nc1cccc(F)c1)C(=O)C1CCC(C(=O)N(C)CC(=O)Nc2cccc(F)c2)CC1 (stereo not drawn)	-4	-1	-6
COc1cc(NC(=O)CC(C)C)ccc1NC(=O)c1ccco1	-11	-30	-9
CCOC(=O)c1c2c(n(-c3ccc(OC)cc3)c1C)C(=O)C(=O)c1ccccc1-2	-21	-1	-1
O=c1[nH]nc(N=Nc2c(O)[nH]c3ccc(F)cc23)c(=O)[nH]1	16	-29	-7
O=C(Nc1cccc(F)c1)c1cc(-c2ccco2)nc2ccccc12	?	-2	9
COCCn1nnnc1CN(CCc1ccccc1)Cc1cc2cc(OC)ccc2[nH]c1=O	10	6	10
CC(C)C(=O)NCCc1nc(-c2ccccc2Cl)no1	10	3	29
Cc1nc(Nc2nc(-c3ccccc3)cc(=O)[nH]2)nc2ccccc12	6	-4	10
CCCN(C(=O)Cc1ccc(S(=O)(=O)N2CCOCC2)s1)c1c(N)n(Cc2ccccc2)c(=O)[nH]c1=O	1	-8	15

Of the compounds above, seven contain two or more sulfur atoms.
SMILES	Giardia kill	KCNH2 WT inh	KCNH2 3.1 inh
CSCCC(NS(=O)(=O)c1cccc(C(F)(F)F)c1)C(=O)N1CCN(C(=O)c2ccco2)CC1 (stereo not drawn)	-5	1	-3
Cc1nnc(NS(=O)(=O)c2ccc(N=Nc3ccc(N)nc3N)cc2)s1	1	3	-14
COc1ccc(NC(=O)c2ccc3c(c2)S(=O)(=O)N=C2CCCCCN23)cc1S(N)(=O)=O	14	-4	-9
Cc1ccc(S(=O)(=O)N2CCN(C(=O)c3cc(S(=O)(=O)N4CCOCC4)ccc3F)CC2)cc1	-3	0	5
CCOC(=O)CSc1snnc1C	10	-11	-14
Cc1ccc(S(=O)(=O)NCC(=O)OCC(=O)c2ccc(Cl)s2)cc1	-18	1	3
CCCN(C(=O)Cc1ccc(S(=O)(=O)N2CCOCC2)s1)c1c(N)n(Cc2ccccc2)c(=O)[nH]c1=O	1	-8	15

Screening results (PubChem BioAssay)

A portion of the library; the hit share may differ from the screen's.
